Screens (PubChem)
RTF Ca sens act: cardiac RTF calcium sensitivity activators, primary screen, biochemical, IANBD-TnC fluorescence, EC20 calcium; activation, % at 7.2 µM; AID 493008, 2010; hit rate 0.24% among 340,000; IANBD-labeled TnC RTF fluorescence at EC20 calcium; 0% EC20 calcium, 100% full calcium;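 active = activation above the mean over all tested compounds plus 3 SD, cut at about 30% in these data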;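 also: rise in fluorescence read as greater calcium sensitivity of cardiac thin filaments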
CDK5 p35 inh: inhibitors of human CDK5/p35 kinase, primary screen, biochemical, single concentration | Recombinant CDK5/p35, ADP-Glo luminescence, 60 min | AID 488839, 2010 | hit rate 0.01% among 330,000 | inhibition, % at 10 µM | Cyclin-dependent kinase 5 (Homo sapiens) + Cyclin-dependent kinase 5 activator 1 (Homo …;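 active = highest replicate inhibition of at least 50% and at least 75% of replicates reaching 50%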;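 also: plate controls were DMSO neutral control for no effect and GW8510 at 10 µM for full effect; many of its hits are not listed in these tables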
dFosB act: activators of delta FosB homodimer, primary screen, biochemical, fluorescence polarization, TAMRA-CDK5 oligo, single point. AID 493131, 2011. purified delta FosB; percent of positive-control signal above neutral wells. activation, % at 25 µM. Protein FosB (Mus musculus), P13346. hit rate 0.99% among 340,000;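 active = mean activation above about 17%, with every replicate also reaching it, limit read from the data, passing the limit was not always enough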;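 also: fluorescence polarization rise as delta FosB binds a TAMRA Cdk5 AP-1 oligo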
Target sequence (P13346 whole entry, looked up): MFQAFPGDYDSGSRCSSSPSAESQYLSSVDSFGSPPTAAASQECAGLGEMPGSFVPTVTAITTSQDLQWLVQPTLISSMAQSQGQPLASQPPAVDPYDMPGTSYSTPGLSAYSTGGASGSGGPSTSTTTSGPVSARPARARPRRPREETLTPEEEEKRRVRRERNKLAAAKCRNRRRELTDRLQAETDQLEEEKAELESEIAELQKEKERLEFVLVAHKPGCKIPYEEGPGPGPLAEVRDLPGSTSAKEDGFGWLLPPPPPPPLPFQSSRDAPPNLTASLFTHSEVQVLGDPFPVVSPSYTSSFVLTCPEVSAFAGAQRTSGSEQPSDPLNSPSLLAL
SR-BI uptake up: activators of SR-BI mediated DiI-HDL uptake, primary screen, ldlA[mSR-BI] CHO cells, DiI fluorescence; 3 h; 100 = double the neutral-control signal; activation, % at 12.5 µM; hit rate 0.096% among 320,000;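 active = mean replicate activation of at least 60% and every replicate at or above 60%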;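 also: 0% = median plate neutral-control signal and 100% = twice that signal; values of inactives mirror those of a sister screen read the other way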
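Assay system: LDL receptor-deficient CHO ldlA cells overexpressing murine SR-BI / Medium: BSA-supplemented, HEPES-buffered Ham's F12, pH 7.4 / Probe or stimulus: DiI-labelled HDL at 10 µg/mL final / Timing: compound with DiI-HDL co-incubation, 3 h at 37 °C / Technique: bottom-read cell fluorescence after medium removal, ex 550/em 595 nm / Measure: HDL uptake via cellular fluorescence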
SR-BI DiI inh: inhibitors of SR-BI mediated HDL lipid uptake, primary screen, ldlA[mSR-BI] cells, fluorescence, single point. Scavenger receptor class B member 1 (Mus musculus), Q61009. ldlA[mSR-BI] CHO cells, DiI-HDL uptake fluorescence, 3 h. inhibition, % at 12.5 µM. hit rate 0.96% among 320,000;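 active = mean replicate inhibition of at least 70% and a set share of replicates each scoring 70 or more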;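 also: 0% = median of neutral control wells and 100% = median of positive control wells; values of inactives mirror those of a sister screen read the other way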
Target sequence (Q61009 whole entry, looked up): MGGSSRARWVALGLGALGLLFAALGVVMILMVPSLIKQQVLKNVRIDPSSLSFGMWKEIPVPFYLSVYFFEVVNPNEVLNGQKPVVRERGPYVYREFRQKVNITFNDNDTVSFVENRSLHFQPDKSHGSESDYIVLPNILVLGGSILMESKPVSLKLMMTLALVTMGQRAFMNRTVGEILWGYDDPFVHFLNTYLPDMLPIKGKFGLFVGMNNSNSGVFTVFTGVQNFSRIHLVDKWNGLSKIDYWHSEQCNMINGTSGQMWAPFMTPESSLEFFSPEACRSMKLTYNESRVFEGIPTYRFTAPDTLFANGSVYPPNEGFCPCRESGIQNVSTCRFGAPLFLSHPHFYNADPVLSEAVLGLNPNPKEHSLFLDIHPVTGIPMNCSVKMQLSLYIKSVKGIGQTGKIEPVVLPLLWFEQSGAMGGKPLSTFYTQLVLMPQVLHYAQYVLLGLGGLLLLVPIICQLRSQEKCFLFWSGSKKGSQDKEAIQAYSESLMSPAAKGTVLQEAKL
HTR5A ag: HTR5A agonists in luminescence cell assay, primary screen, counter-screen for OPRM1-OPRD1 heterodimer agonist project, full-deck HTS; 5-hydroxytryptamine receptor 5A (Homo sapiens), P47898; cell-based; activation, % at 9.3 µM; hit rate 0.61% among 340,000; AID 504692, 2011; in the data active = activation mostly above about 9.5%, no sharp cut-off; inactive = mostly below about 7.6%;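 also: 0% = cells with vehicle only and 100% = reference agonist; strong numbers were not always called active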
Wnt act: Wnt/beta-catenin pathway activators, primary screen, cell-based, plate reader, single point; activation, % at 9.35 µM; Wnt/beta-catenin reporter cell assay, activator; hit rate 1.2% among 300,000; in the data active = activation above about 30%, passing the limit was not always enough;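 also: 0% = neutral control wells and 100% = positive control wells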
MITF TRPM1 HTS: activators of MITF-driven TRPM1 promoter reporter, primary screen, cell-based, SK-MEL-5, luciferase, single point | SK-MEL-5 TRPM1-promoter luciferase, 24 h; % of positive control, neutral wells = 0 | activation, % at 12.5 µM | hit rate 0.75% among 300,000 | AID 588334, 2011;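 active = mean activation of at least 80% with every replicate also reaching 80%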;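 also: 0% = neutral control wells and 100% = parthenolide positive control wells; values of inactives mirror those of a sister screen read the other way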
PvdQ inh: P. aeruginosa PvdQ acylase inhibitors, primary screen, biochemical, fluorescence, plate reader and imaging, single point. AID 488965, 2010. PvdQ acylase [Pseudomonas aeruginosa LESB58]. purified PvdQ acylase. hit rate 0.063% among 340,000. inhibition, % at 10 µM; in the data active = inhibition above about 30%, passing the limit was not always enough;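 also: 0% = vehicle neutral wells and 100% = reference inhibitor wells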
Rtt109 Vps75: inhibitors of C. albicans Rtt109/Vps75 HAT, primary screen, biochemical, ThioGlo CoA-SH fluorescence, plate reader | Histone acetyltransferase RTT109 (Candida albicans (strain SC5314 / ATCC MYA-2876)), … | purified Rtt109/Vps75, 4 h | inhibition, % at 34.9 µM | hit rate 0.16% among 330,000;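 active = inhibition of at least 50% in every replicate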
* = called active by the depositor; / = not tested or not shown.

SMILES	RTF Ca sens act	CDK5 p35 inh	dFosB act	SR-BI uptake up	SR-BI DiI inh	HTR5A ag	Wnt act	MITF TRPM1 HTS	PvdQ inh	Rtt109 Vps75
CCOC(=O)C1=C(C(=O)OCC)N(Cc2ccccc2)CCC1=O	-4	-2.0	5	6	-6	1	-1	-3	-1	7
COc1ccc(-c2csc(NC(=O)c3ccc(OCC(=O)N4CCOCC4)c(OC)c3)n2)cc1OC	-1	-0.7	-19	-66	66	5	-1	-57	-12	10
CCNC(=O)CSc1ncnc2sccc12	2	-1.8	-4	/	/	-1	-3	-1	-12	-10
COc1ccc(N=Cc2nc(-c3ccccc3)oc2OC(C)=O)cc1	-7	0.8	-10	-2	2	8	5	-13	-13	-4
Cc1ccc(CSCC(=O)N/N=C/c2sccc2C)cc1	-11	1.5	-1	23	-23	-6	/	7	-11	5
Cc1noc(C)c1S(=O)(=O)N(C)C[C@H]1Oc2c(NC(=O)Nc3ccc(C(F)(F)F)cc3)cccc2C(=O)N([C@H](C)CO)C[C@@H]1C	-1	0.3	6	2	-2	-2	1	-10	-4	0
CCc1cc2cc(OC)ccc2nc1SCC(=O)Nc1cc(OC)c(OC)cc1C(=O)O	3	-1.7	-8	6	-6	4	1	15	-10	7
Cc1ccc(CNCc2cccnc2)cc1	2	-1.2	1	18	-18	3	1	6	-14	5
Cc1ccc(S(=O)(=O)CCc2nnc(NC(=O)CCl)s2)cc1C	-2	1.2	8	29	-29	0	0	-2	-1	-2
CC(=O)c1ccc(NC(=O)c2noc(C)c2[N+](=O)[O-])cc1	-5	2.6	2	-13	12	-3	1	25	-4	1
CCOc1ccc(-n2nnc3c(=O)n(CC(=O)Nc4cc(C)on4)cnc32)cc1	-9	0.9	6	8	-8	2	-2	-6	-5	-4
O=C(c1ccc(C(F)(F)F)cc1)c1c[nH]c(C(=O)NCCCn2ccnc2)c1	-2	2.7	-4	4	-4	5	/	12	-12	1
COc1ccccc1NS(=O)(=O)c1cc(NC(=O)Nc2ccc(Cl)cc2Cl)ccc1N1CCCCC1	-4	1.2	-4	-44	44	5	-10	-9	-8	-4
S=c1[nH]cc(-c2ccccc2)n1-c1cccc(Cl)c1	-4	-1.0	2	-5	5	0	7	-1	1	-4
CC(=O)NS(=O)(=O)c1ccc(NC(=O)C(C)NS(=O)(=O)/C=C/c2ccccc2)cc1 (stereo not drawn)	3	0.4	-3	13	-13	2	-1	-4	-15	-7
Cc1cc(C)nc(NC2=NCCN2C(=O)NC2CCCCC2)n1	-1	-0.5	-12	-8	8	7	-1	/	-10	8
CCOc1ccccc1OCCCC(=O)N1CCN(S(=O)(=O)c2cccc(F)c2)CC1	-6	-1.3	-11	-20	20	1	-5	/	3	4
Cc1cccc(N2CCN(c3ccc4cc(S(=O)(=O)N5CCCCC5)ccc4n3)CC2C)c1 (stereo not drawn)	2	1.0	-2	19	-19	6	-2	-24	-13	-1
Cc1nn(-c2ccccc2)c(C)c1/C=C/C(=O)OCC(=O)Nc1ncc(C(F)(F)F)cc1Cl	4	-0.4	1	-17	17	-4	/	11	-5	-4
O=C(Nc1ccc(NC(=O)c2cccnc2)cc1)c1ccccc1	-5	-1.1	4	/	/	8	-2	6	5	4
CCCCn1c(N)c(N(CC(C)C)C(=O)C2CCN(S(=O)(=O)c3ccccc3)CC2)c(=O)[nH]c1=O	5	1.3	55*	-8	8	2	-1	3	-12	-6
Cn1cccc1C(NC(=O)c1ccccc1)C(Cl)(Cl)Cl (stereo not drawn)	-7	1.4	-1	-14	14	-4	1	-5	2	3
COCCNC(=O)c1cc(-c2ccccc2OC)on1	-1	-0.3	-10	-32	32	0	9	13	-1	-3
Cc1cc(OCCCCCN2CCCC2)ccc1Cl	-5	1.1	-4	6	-6	1	-4	3	6	14
CC(NC(=O)c1ccccc1)C(=O)OCn1nnc2ccccc2c1=O (stereo not drawn)	-2	2.5	-2	-7	7	-2	-2	6	14	22
COc1ccc(NC2c3ccccc3C(=O)N2c2ccccn2)cc1 (stereo not drawn)	2	0.3	9	14	-14	0	-4	21	-2	-6
Cc1cc(NC(=O)CCCC(=O)Nc2ccc(F)cc2)no1	4	-0.9	-3	-11	11	-1	/	-2	-2	/
CCOC(=O)c1[nH]c2ccc(C(=O)OC)cc2c1C(=O)OCC	-8	-4.0	-13	-35	35	11	-1	4	-7	-11
O=C(NCc1ccncc1)c1ccc(Oc2ccccc2)cc1	0	-1.1	-10	2	-2	-3	-1	2	-18	6
O=C(CCCC(=O)c1ccc(F)cc1)c1ccc(F)cc1	9	0.5	0	-1	1	-1	37*	131*	5	3
Cc1ccc2c(c1)-c1[nH]c(=S)ncc1CS2	-1	0.6	-9	17	-17	5	-1	7	-12	9
COc1cc2c(cc1OC)C(c1cc(C)ccc1C)CC(=O)N2 (stereo not drawn)	0	0.6	-7	-28	28	1	-1	/	-20	-1
CC(=O)Oc1ccccc1C(=O)O	1	0.2	-2	12	-12	1	-4	-3	-3	2
Cc1cccc(C)c1N(CC(=O)N1CCN(c2ccccc2F)CC1)S(C)(=O)=O	3	-0.2	-7	9	-9	0	-1	-1	0	2
O=C(ONc1ccc(N=NC(=O)c2ccccc2O)cc1)c1ccccc1	-9	-0.2	-12	-15	15	-2	/	19	-1	-10
CCn1c(SCC(=O)Nc2nc(C)cs2)nnc1C(C)NC(=O)c1ccccc1 (stereo not drawn)	6	-0.4	-5	-3	3	4	/	-6	-1	-1
COc1ccc(OC(C)C(=O)N2CCCc3ccccc32)cc1 (stereo not drawn)	7	0.8	-5	3	-3	-5	-2	6	-2	-2
COC(=O)CC(c1ccc(F)cc1)n1c(C)ccc1C (stereo not drawn)	-2	0.3	3	/	/	0	-2	1	-7	-9
COc1ccc(-c2nc(NC(=O)c3nc4nccc(C)n4n3)sc2C)cc1	0	-0.4	-8	-9	9	-9	0	21	-5	-3
O=C(CCCCCBr)N1CCC(CC2CC(c3cccc(Br)c3)=NO2)(C(=O)NCC2CCCCC2)CC1 (stereo not drawn)	15	0.7	-12	1	-1	-4	-5	8	-2	19
CCN(CC(=O)Nc1c(F)cccc1F)C(=O)c1ccc(COc2ccccc2)cc1	1	0.6	-2	-9	9	3	6	23	-1	-2
CS(=O)(=O)N1CCCC(C(=O)NCCN2CCC(Cc3ccccc3)CC2)C1 (stereo not drawn)	-6	-1.9	-7	-1	1	0	-9	-6	-10	-3
Cc1ccc(S(=O)(=O)Nc2cc(C(=O)N3CCOCC3)ccc2N2CCCCC2)cc1	2	0.7	-1	8	-8	1	/	-8	-17	9
CCOc1ccc(N(CC(=O)N2CCCCCC2)S(=O)(=O)c2ccc(F)cc2)cc1	-2	-1.0	-8	7	-7	-2	0	10	-11	5
CCOC(=O)N1CCC2(CC1)C(C#N)=C(N)Oc1n[nH]c(CSc3ccc(C)cc3)c12	-10	0.1	-12	9	-9	0	70*	/	-4	-1
N#Cc1c(/N=C/c2ccco2)sc2c1CCC2	-3	1.7	-4	2	-2	7	/	3	-8	-12
COCC(C)n1c(C)cc(C(=O)COC(=O)c2cc(=O)[nH]c3ccccc23)c1C (stereo not drawn)	0	0.5	-4	-29	29	9	-10	/	-2	14

Structural class: the compounds so far with an NH in an aromatic ring
SMILES	RTF Ca sens act	CDK5 p35 inh	dFosB act	SR-BI uptake up	SR-BI DiI inh	HTR5A ag	Wnt act	MITF TRPM1 HTS	PvdQ inh	Rtt109 Vps75
O=C(c1ccc(C(F)(F)F)cc1)c1c[nH]c(C(=O)NCCCn2ccnc2)c1	-2	2.7	-4	4	-4	5	/	12	-12	1
S=c1[nH]cc(-c2ccccc2)n1-c1cccc(Cl)c1	-4	-1.0	2	-5	5	0	7	-1	1	-4
CCCCn1c(N)c(N(CC(C)C)C(=O)C2CCN(S(=O)(=O)c3ccccc3)CC2)c(=O)[nH]c1=O	5	1.3	55*	-8	8	2	-1	3	-12	-6
CCOC(=O)c1[nH]c2ccc(C(=O)OC)cc2c1C(=O)OCC	-8	-4.0	-13	-35	35	11	-1	4	-7	-11
Cc1ccc2c(c1)-c1[nH]c(=S)ncc1CS2	-1	0.6	-9	17	-17	5	-1	7	-12	9
CCOC(=O)N1CCC2(CC1)C(C#N)=C(N)Oc1n[nH]c(CSc3ccc(C)cc3)c12	-10	0.1	-12	9	-9	0	70*	/	-4	-1
COCC(C)n1c(C)cc(C(=O)COC(=O)c2cc(=O)[nH]c3ccccc23)c1C (stereo not drawn)	0	0.5	-4	-29	29	9	-10	/	-2	14
